HTR5A inv ag: HTR5A inverse agonism, opioid heterodimer counter-screen; P47898; HTR5A cell line, luminescence; inhibition, % at 9.3 µM; 340,000 tested, 0.083% active; AID 504634; in the data active = inhibition mostly above about 23%, no sharp cut-off; inactive = mostly below about 18%;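 note: 0% = cells with DMSO and 100% = no-cell wells with DMSO; some compounds called inactive have numbers as strong as hits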
Target sequence (P47898 whole entry, looked up): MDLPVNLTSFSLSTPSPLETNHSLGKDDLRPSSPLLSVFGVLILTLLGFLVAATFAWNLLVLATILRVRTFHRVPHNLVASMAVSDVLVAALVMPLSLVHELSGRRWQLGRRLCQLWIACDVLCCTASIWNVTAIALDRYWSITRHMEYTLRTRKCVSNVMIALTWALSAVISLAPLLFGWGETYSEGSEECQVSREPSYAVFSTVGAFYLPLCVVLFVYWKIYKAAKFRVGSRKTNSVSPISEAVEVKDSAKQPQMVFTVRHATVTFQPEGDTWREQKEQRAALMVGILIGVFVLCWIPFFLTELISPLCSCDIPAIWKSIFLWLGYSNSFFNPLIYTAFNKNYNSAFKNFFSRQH
V-ATPase pH: yeast V-ATPase proton transport regulation by pHLuorin; S. cerevisiae, pHLuorin cytosolic pH fluorescence; response, % at 10 µM; 350,000 tested, 0.37% active; AID 504577; in the data active = response mostly above about 7.3%, no sharp cut-off; inactive = mostly below about 5.4%; note: actives read high; inactives centre near 0; some compounds called inactive have numbers as strong as hits; reference of the scale not given here
Wnt act: activates Wnt/beta-catenin signaling in a reporter cell assay. activator, plate reader. activation, % at 9.35 µM. 300,000 tested, 1.2% active; in the data active = activation above about 30%, passing the limit was not always enough;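 note: 0% = neutral control wells and 100% = positive control wells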
dFosB activator: activators of mouse delta FosB homodimer. P13346. purified delta FosB, TAMRA-CDK5 oligo fluorescence polarization; percent of positive-control signal above neutral wells. activation, % at 25 µM. 340,000 tested, 0.99% active;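 active = mean activation above about 17%, with every replicate also reaching it, limit read from the data, passing the limit was not always enough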;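 note: fluorescence polarization rise as delta FosB binds a TAMRA Cdk5 AP-1 oligo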
NSD2 HMT inh: inhibitors of human histone methyltransferase NSD2; 310,000 tested, 0.54% active; NSD2 peptide methylation, AlphaScreen, 120 min; inhibition, % at 12.5 µM; in the data active = inhibition above about 50%
MITF act: activators of MITF-driven TRPM1 promoter activity in SK-MEL-5 cells. SK-MEL-5 TRPM1-promoter luciferase, 24 h; % of positive control, neutral wells = 0. activation, % at 12.5 µM. 300,000 tested, 0.75% active. AID 588334;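 active = mean activation of at least 80% with every replicate also reaching 80%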;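 note: 0% = neutral control wells and 100% = parthenolide positive control wells; values of inactives mirror those of a sister screen read the other way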
SR-BI DiI inh: mouse SR-BI HDL lipid transfer inhibition; 320,000 tested, 0.96% active; inhibition, % at 12.5 µM; ldlA[mSR-BI] CHO cells, DiI-HDL uptake fluorescence, 3 h;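 active = mean replicate inhibition of at least 70% and a set share of replicates each scoring 70 or more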;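 note: 0% = median of neutral control wells and 100% = median of positive control wells; values of inactives mirror those of a sister screen read the other way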
Target sequence (Q61009 whole entry, looked up): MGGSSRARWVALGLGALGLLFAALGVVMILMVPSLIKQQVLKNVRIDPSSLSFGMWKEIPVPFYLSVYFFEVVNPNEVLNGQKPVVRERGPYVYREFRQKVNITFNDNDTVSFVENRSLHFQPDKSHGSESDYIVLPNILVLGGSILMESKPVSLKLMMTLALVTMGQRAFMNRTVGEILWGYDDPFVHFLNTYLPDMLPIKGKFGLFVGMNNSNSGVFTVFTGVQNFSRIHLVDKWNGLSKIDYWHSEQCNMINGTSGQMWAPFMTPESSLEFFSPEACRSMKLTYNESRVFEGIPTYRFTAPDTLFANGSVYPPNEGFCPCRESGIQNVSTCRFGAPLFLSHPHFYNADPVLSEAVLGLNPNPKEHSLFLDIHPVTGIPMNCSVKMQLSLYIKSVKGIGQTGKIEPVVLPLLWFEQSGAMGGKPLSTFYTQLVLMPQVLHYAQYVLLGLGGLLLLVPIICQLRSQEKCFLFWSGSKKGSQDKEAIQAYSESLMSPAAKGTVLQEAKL
PvdQ acylase: blocks Pseudomonas aeruginosa PvdQ acylase activity; purified PvdQ acylase, fluorescence plate reader; inhibition, % at 10 µM; 340,000 tested, 0.063% active; in the data active = inhibition above about 30%, passing the limit was not always enough;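 note: 0% = vehicle neutral wells and 100% = reference inhibitor wells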
CDK5 p35 inh: inhibitors of human CDK5/p35 kinase. Q00535+Q15078. Recombinant CDK5/p35, ADP-Glo luminescence, 60 min. inhibition, % at 10 µM. 330,000 tested, 0.01% active;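 active = highest replicate inhibition of at least 50% and at least 75% of replicates reaching 50%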;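 note: plate controls were DMSO neutral control for no effect and GW8510 at 10 µM for full effect; many of its hits are not listed in these tables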
HTR5A ag: HTR5A agonism, opioid heterodimer counter-screen; P47898; HTR5A agonist assay, luminescence, cell-based; activation, % at 9.3 µM; 340,000 tested, 0.61% active; AID 504692; in the data active = activation mostly above about 9.5%, no sharp cut-off; inactive = mostly below about 7.6%;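 note: 0% = cells with vehicle only and 100% = reference agonist; strong numbers were not always called active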
The depositor's hits bear a star; x = not tested or not shown.

SMILES | HTR5A inv ag | V-ATPase pH | Wnt act | dFosB activator | NSD2 HMT inh | MITF act | SR-BI DiI inh | PvdQ acylase | CDK5 p35 inh | HTR5A ag
CCOC(=O)c1cc(NC(=O)c2cccnc2)cc(C(=O)OCC)c1 | -4 | -1 | x | -23 | 2 | 2 | 41 | 1 | -0.2 | 1
O=C1CC(c2ccccc2)CC(O)=C1C=NCCCN1CCOCC1 (centres undefined) | -7 | 1 | 2 | -3 | 2 | 1 | -12 | -16 | -1.5 | -2
O=C(CN1CCCC1)NCC12CC3CC(CC(C3)C1)C2 | 27 | 2 | x | -1 | 2 | -2 | -8 | -9 | -0.5 | 2
Cc1ccc(-n2nnnc2CNC(=O)C2CC(=O)N(c3ccc(F)cc3)C2)cc1C (centres undefined) | -2 | 3 | -2 | -7 | 2 | -6 | 20 | -20 | 0.3 | 1
O=C(c1cc2c(s1)CCCC2)n1cccn1 | 10 | 2 | -3 | -8 | -3 | 18 | -23 | -7 | -0.2 | 6
CSCCC(NC(=O)c1ccc([N+](=O)[O-])cc1Cl)C(=O)OCC(=O)NCC(F)(F)F (centres undefined) | -7 | 2 | -1 | 1 | 14 | 7 | -16 | -8 | -0.8 | 3
COC(=O)COc1ccc(S(=O)(=O)NCc2ccco2)cc1Cl | -1 | -1 | -1 | -9 | 5 | 4 | -18 | -7 | x | -2
CCN(CC)C(=O)c1ccc(-c2cccs2)s1 | 2 | 7 | 0 | -1 | 11 | 69 | 10 | 9 | 3.7 | 4
COc1ccc(OC)c(NC(=O)C2=C(C)Nc3ncnn3C2c2cccs2)c1 (centres undefined) | -15 | 0 | x | -7 | 0 | -4 | 1 | -10 | -1.2 | 1
COc1ccnc(-n2cccc2C=O)c1C#N | -3 | 1 | x | 6 | -1 | -3 | -14 | 6 | -0.2 | 1
Cc1ccc(C(=O)NNC(=O)c2ccc3ncccc3c2)cc1 | 4 | -3 | 0 | -5 | x | 0 | -6 | -17 | -2.7 | -2
CC1CCN(N=Nc2nc3c([nH]2)c(=O)n(C)c(=O)n3C)CC1 | 0 | -5 | 1 | 0 | 4 | 16 | -2 | 1 | -0.1 | 0
CCOc1ccc(CCN2C(=S)N([C@@H](CC(C)C)CN3CCCC3CN3C(=S)NC[C@@H]3CC(C)C)C[C@@H]2Cc2ccccc2)cc1 (some centres undefined) | -4 | 0 | -6 | 4 | x | -11 | 6 | 11 | 0.1 | 1
Cc1noc(C)c1S(=O)(=O)N(CC(=O)N1CCCC1)c1ccc(C(C)C)cc1 | -13 | -2 | 0 | -9 | x | -2 | -14 | -26 | -4.7 | 4
CCC(=O)c1ccc2c(c1)OCCO2 | 5 | -1 | 22 | -10 | -1 | 0 | -1 | -5 | -0.4 | -2
Cc1ccc(NC(=O)CN(C)C(=O)c2ccc(Br)o2)cc1 | -8 | -3 | -3 | 2 | -1 | x | x | 7 | -1.0 | 3
CCCCn1c(SCc2nc3ccccc3s2)nc2ccccc2c1=O | -17 | -3 | -4 | -4 | 0 | 2 | -17 | 2 | -0.3 | 5
CCOc1c(N2CCOCC2)c(=O)c1=O | 3 | 1 | 1 | -2 | 0 | -12 | 11 | -3 | 0.7 | 3
CCNC(=O)C/C(C)=N/NC(=O)C1CCCCC1 | 2 | 2 | -1 | 2 | -1 | 9 | -10 | -5 | 0.1 | -3
O=C(NCc1ccco1)c1ccc2[nH]c(=O)c(=O)[nH]c2c1 | 1 | -3 | 2 | -3 | -5 | -5 | x | -9 | 1.1 | 0
COc1ccc(C2N(c3ccc4c(c3)OCCO4)C(=O)C2(F)F)cc1OC (centres undefined) | 0 | 2 | -1 | -5 | x | -7 | 28 | -5 | -1.1 | 0
Cc1[nH]c2ccccc2c1/C=N/NC(=O)Nc1ccccc1 | 8 | -2 | 1 | -4 | -4 | 8 | 39 | -17 | -1.0 | 4
COc1cc2ccccc2cc1C(=O)OCC(=O)N(CC(C)C)c1c(N)n(Cc2ccccc2)c(=O)[nH]c1=O | 2 | -1 | -2 | 6 | -1 | -15 | 80* | 1 | 1.2 | -1
CC(=O)Cc1nsc(NC(=O)c2cc(-c3ccc(Cl)c(Cl)c3)oc2C)n1 | -17 | 0 | -3 | -2 | -1 | -14 | 28 | -4 | -1.7 | 7

Three entries from above, field by field:
Structure: CCCCn1c(SCc2nc3ccccc3s2)nc2ccccc2c1=O
  HTR5A inv ag: -17	V-ATPase pH: -3	Wnt act: -4	dFosB activator: -4	NSD2 HMT inh: 0	MITF act: 2	SR-BI DiI inh: -17	PvdQ acylase: 2	CDK5 p35 inh: -0.3	HTR5A ag: 5
Structure: CCOc1c(N2CCOCC2)c(=O)c1=O
  HTR5A inv ag: 3	V-ATPase pH: 1	Wnt act: 1	dFosB activator: -2	NSD2 HMT inh: 0	MITF act: -12	SR-BI DiI inh: 11	PvdQ acylase: -3	CDK5 p35 inh: 0.7	HTR5A ag: 3
Structure: CCNC(=O)C/C(C)=N/NC(=O)C1CCCCC1
  HTR5A inv ag: 2	V-ATPase pH: 2	Wnt act: -1	dFosB activator: 2	NSD2 HMT inh: -1	MITF act: 9	SR-BI DiI inh: -10	PvdQ acylase: -5	CDK5 p35 inh: 0.1	HTR5A ag: -3

More structures follow.
SMILES | HTR5A inv ag | V-ATPase pH | Wnt act | dFosB activator | NSD2 HMT inh | MITF act | SR-BI DiI inh | PvdQ acylase | CDK5 p35 inh | HTR5A ag
Cc1ccc(S(=O)(=O)CC(=O)c2ccccc2[N+](=O)[O-])cc1 | -7 | -1 | -1 | -7 | -1 | 3 | 0 | -11 | 0.8 | 0
CN(C)Cc1cc(C(C)(C)C)cc(N2CCOCC2)c1O | -4 | 2 | -5 | -6 | -3 | -6 | -16 | -17 | 0.7 | 1
O=S(=O)(c1cccs1)N1CN(Cc2ccc(Cl)cc2)c2nc3ccccc3nc21 | -16 | 3 | x | -9 | -2 | 3 | 2 | -13 | -1.9 | 2
CC(C)(C)Cc1nc2ccccc2n1CCc1ccccc1 | -10 | -1 | x | 5 | -3 | -12 | 6 | -5 | 0.9 | 10
CC1Cc2ccccc2N1S(=O)(=O)c1cccc(C(=O)OCC(=O)N2CCOCC2)c1 (centres undefined) | -15 | 3 | 3 | -8 | -1 | -3 | 9 | -10 | 0.8 | 4
CCCCNC(=S)NNC(=O)CCn1nc(C)c(Br)c1C | 49* | 0 | -1 | -10 | 4 | 3 | 1 | 3 | 0.7 | -10
CCOC(=O)C1=C(SCC)c2cc3c(n2C1=O)CCCC3 | 24 | -6 | -16 | 2 | 32 | 1 | 36 | -3 | -0.1 | 0
COc1ccc(-c2nc(=S)c3c(n2CCN2CCOCC2)CC(C)(C)OC3)cc1 | 14 | 0 | x | -3 | 0 | 3 | 3 | -12 | -0.7 | -6
CCCc1nc(SCC(=O)NNC(=O)c2ccc(OC)cc2)c2ccccc2n1 | 2 | 1 | -2 | 3 | 0 | 10 | 2 | -4 | 0.8 | -1
O=C(NCc1ccc2c(c1)OCO2)C(c1ccco1)N(C(=O)c1csnn1)c1ccccc1 (centres undefined) | -16 | -1 | -5 | -8 | 2 | x | -14 | -6 | -2.3 | 1
CN1C(=O)c2ccc(NC(=O)C3CCCCC3)cc2C1=O | -2 | 4 | -3 | 9 | -2 | 7 | 38 | -3 | 2.0 | 6
CCOc1cc(C(=O)CSc2nnc(CNc3ccc(Cl)cc3)o2)ccc1NC(=O)CC | -53 | -1 | -1 | -7 | x | -85 | 52 | -15 | 0.8 | 30*

Printed as active in SR-BI DiI inh, of those listed so far:
structure	V-ATPase pH	Wnt act	dFosB activator	NSD2 HMT inh	MITF act	SR-BI DiI inh	PvdQ acylase	CDK5 p35 inh
COc1cc2ccccc2cc1C(=O)OCC(=O)N(CC(C)C)c1c(N)n(Cc2ccccc2)c(=O)[nH]c1=O	-1	-2	6	-1	-15	80*	1	1.2

Going on with the list:
SMILES | HTR5A inv ag | V-ATPase pH | Wnt act | dFosB activator | NSD2 HMT inh | MITF act | SR-BI DiI inh | PvdQ acylase | CDK5 p35 inh | HTR5A ag
CC[C@@H](C)[C@@H](C(=O)N1CCN(C(=O)OC(C)(C)C)CC1)n1cc(CCCCNC(=O)OC(C)(C)C)nn1 | -19 | 2 | -3 | -8 | x | 0 | 13 | -16 | -3.7 | 5
Cc1ccc(CCNC(=O)c2nn(C)c3c2CS(=O)(=O)c2ccccc2-3)cc1 | 7 | -2 | -2 | -9 | -2 | -2 | -2 | 3 | 1.0 | -4
COc1ccc(C(=O)NCC(=O)OCc2nc(N)nc(Nc3ccccc3C)n2)cc1 | -4 | 1 | -3 | -10 | 0 | 3 | -4 | -4 | -6.7 | 1
COC(=O)C(CC(C)C)NC(=O)c1cccs1 (centres undefined) | -15 | -1 | 13 | 1 | -1 | 3 | -10 | -7 | -2.1 | -3
O=C(CC1S/C(=N/N=C/c2ccco2)NC1=O)Nc1ccccc1 (centres undefined) | 7 | 3 | -1 | 10 | -1 | 12 | 17 | -3 | 3.4 | -2
Cc1cc(Br)ccc1OCCN1CC(C)OC(C)C1 (centres undefined) | -16 | -1 | -1 | 1 | -4 | 9 | 34 | 2 | 1.9 | 6
COc1c(F)c(F)c(C(=O)Nc2ccc(N3CCN(Cc4ccccc4)CC3)cc2)c(F)c1F | -40 | 0 | x | -3 | -4 | 0 | 34 | -14 | -3.4 | 9.8*
Clc1c2c(nc3ccccc13)CCC2 | -16 | 0 | 3 | 8 | -1 | 20 | -48 | -1 | -1.3 | 4
COc1ccc(CNC(=O)c2ccc[nH]2)cc1 | 8 | 0 | 0 | -3 | 1 | 3 | -3 | -5 | -1.9 | -1
O=[N+]([O-])c1cccc(S(=O)(=O)c2cccc([N+](=O)[O-])c2)c1 | -12 | -1 | 0 | 10 | -2 | -7 | -21 | -7 | 1.7 | 4
COc1nc(-c2ccc(Cl)cc2)nnc1C | 11 | -2 | 7 | -4 | -3 | -17 | -17 | -9 | 0.1 | -4
CCOC(=O)c1ccc(N2C(=O)CC(C)(CC)CC2=O)cc1 | -13 | 4 | 4 | -5 | -10 | 10 | -10 | -3 | -0.5 | 5
O=C(Nc1c2c(nn1-c1ccccc1)CS(=O)(=O)C2)c1ccco1 | 2 | 3 | 0 | -5 | 1 | 0 | -10 | -5 | -0.9 | -1
CCN(C[C@H]1N[C@@](CC)(C(=O)OC)[C@H]2C(=O)N(C)C(=O)[C@@H]12)S(=O)(=O)c1ccc(F)cc1 | -12 | -2 | -1 | 7 | x | 11 | 2 | 3 | -0.8 | 3
CCOc1cccc(-c2nnc(SCC(=O)Nc3cccc(OC)c3)n2N)c1 | -1 | 7 | x | -5 | -1 | -9 | -2 | -12 | -3.2 | 0
C/C=C\C=C/C(=O)Nc1cccc(C2=NOC3(C2)C[C@@H](C(N)=O)N(C(=O)CCCCC)C3)c1 (some centres undefined) | -19 | -6 | 4 | -16 | x | 1 | 28 | -14 | 0.8 | 7
CCN(CC(=O)Nc1ccc(Br)cc1)C(=O)c1nc2nc(C)cc(C)n2n1 | 10 | 2 | 1 | 5 | -3 | 6 | 13 | -12 | -5.2 | -1
COc1ccc(C2=Nc3cccc4cccc(c34)N2)cc1 | 0 | 0 | x | 55* | 7 | -21 | -13 | -15 | 0.7 | 0
CC(=O)NCCc1nc2cc(NC(=O)Nc3ccccc3)ccc2n1C | 9 | 4 | 21 | -15 | 30 | 38 | -16 | 8 | 2.3 | -2
O=C(O)CCC1=C2c3ccccc3CCN2C(=O)CC1 | 2 | x | x | -4 | 1 | -9 | -15 | -16 | 2.3 | -1
Cc1cccc(Oc2ccccc2NC(=O)C2=COCCO2)c1 | 15 | -4 | -3 | -5 | 1 | -3 | 22 | -11 | 0.6 | -4

Screening results (PubChem)
